TAAR1 antagonist = human TAAR1 antagonism; Q96RJ0; CHO RD-HGA16 TAAR1, Fluo-8 calcium fluorescence, antagonist; inhibition, % at 3 µM; 360,000 compounds, 1.5% hits; AID 624466;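 active means inhibition above a per-plate cutoff, the mean inhibition of test compounds on that plate plus 3 SD, cut at about 49% in these data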;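 further: 0% = DMSO plus EC80 beta-PEA response and 100% = DMSO alone without agonist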
Target sequence (Q96RJ0 whole entry, looked up): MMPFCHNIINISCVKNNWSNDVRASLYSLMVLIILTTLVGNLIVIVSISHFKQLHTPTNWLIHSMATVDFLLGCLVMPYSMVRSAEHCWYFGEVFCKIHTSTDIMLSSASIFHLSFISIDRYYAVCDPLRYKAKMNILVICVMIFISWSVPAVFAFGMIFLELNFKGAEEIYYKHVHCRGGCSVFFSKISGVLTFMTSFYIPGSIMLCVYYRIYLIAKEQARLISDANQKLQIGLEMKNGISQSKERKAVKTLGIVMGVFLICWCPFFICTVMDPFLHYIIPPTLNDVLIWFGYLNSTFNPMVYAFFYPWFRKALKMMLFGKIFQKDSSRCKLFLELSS
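Material: RD-HGA16 CHO cells with stable hTAAR1 and Gα16; Dosing: single nominal final test compound concentration of 3 µM; Schedule: seeding 17-24 h prior, 75-min 37 °C, 30-min RT dye loading; Detection: kinetic Fluo-8 calcium fluorescence measurement; Measure: % inhibition from peak post-agonist over basal fluorescence ratio; Benchmarks: vehicle and agonist controls.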
CHO parental Ca = counter-screen for OX1R antagonists: effect in parental CHO cells | inhibition, % at 5.6 µM | 330,000 compounds, 0.63% hits | parental CHO-K1, ATP-induced calcium, Fluo-8 fluorescence;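 active means inhibition above that plate's mean sample inhibition plus 3 SD, cut at about 26% in these data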;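 further: 0% = ATP-challenged DMSO wells and 100% = DMSO wells without ATP; some compounds past the cut are filed as inactive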
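Material – parental CHO cells · Reagent – ATP stimulus · Compound – single nominal dose of 5.6 µM per compound · Detection – Fluo-8 fluorescence · Read-out basis – percent inhibition of calcium signal · Controls – ATP-challenged DMSO wells low, unchallenged DMSO wells high · Repeats – no replicates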
CHRM1 agonist = human M1 muscarinic receptor agonism. CHO-K1 hM1, Fluo-8 calcium fluorescence, agonist mode; 0% DMSO, 100% acetylcholine EC100. AID 588814. 360,000 compounds, 0.33% hits. activation, % at 3 µM;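 active means activation above the run's mean compound activation plus 3 SD, cut at about 16% in these data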;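 further: peak over basal fluorescence ratio within a 140 s kinetic read after compound addition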
Target sequence (P11229 whole entry, looked up): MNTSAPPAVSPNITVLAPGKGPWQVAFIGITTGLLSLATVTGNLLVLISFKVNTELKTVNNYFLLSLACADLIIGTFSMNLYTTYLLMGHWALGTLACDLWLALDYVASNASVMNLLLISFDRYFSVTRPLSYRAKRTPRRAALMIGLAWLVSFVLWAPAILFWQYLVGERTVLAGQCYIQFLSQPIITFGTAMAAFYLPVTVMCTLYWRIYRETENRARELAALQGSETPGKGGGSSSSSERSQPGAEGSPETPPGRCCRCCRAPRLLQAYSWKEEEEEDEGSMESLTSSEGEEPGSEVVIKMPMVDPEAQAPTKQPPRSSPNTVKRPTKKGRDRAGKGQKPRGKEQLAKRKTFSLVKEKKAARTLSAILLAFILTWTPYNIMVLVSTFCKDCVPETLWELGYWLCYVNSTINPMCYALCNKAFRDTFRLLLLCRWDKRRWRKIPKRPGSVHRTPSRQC
CHRM1 PAM = positive allosteric modulators of human M1 muscarinic receptor; P11229; CHO-K1 hM1, Fluo-8 calcium fluorescence, ACh EC20; 0% = ACh EC20, 100% = maximal ACh; activation, % at 3 µM; 360,000 compounds, 0.088% hits; AID 588819; in the data active means activation above about 19%, passing the limit was not always enough
M1 PAM parental = M1 PAM counterscreen hit in parental CHO-K1 cells; ATP EC20, Fluo-8 calcium fluorescence; 0% at ATP EC20, 100% at ATP max; activation, % at 3 µM; AID 602247; 360,000 compounds, 0.02% hits;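 active means activation above the run cutoff, the mean activation of all test compounds plus 3 SD, cut at about 40% in these data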;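 further: peak over basal fluorescence ratio in a 140 s read after ATP addition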
CHO-K1 Ca antag = nonselective inhibitor or artifact in parental CHO-K1 cells | ATP-induced calcium, Fluo-8 fluorescence | inhibition, % at 3 µM | 360,000 compounds, 0.6% hits;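 active means inhibition above a per-plate cutoff, the plate's mean sample inhibition plus 3 SD, cut at about 24% in these data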;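 further: 0% = DMSO plus EC80 ATP and 100% = DMSO alone without ATP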
TAAR1 ag = agonists of human TAAR1. Q96RJ0. CHO RD-HGA16 TAAR1, Fluo-8 calcium fluorescence; vehicle wells 0%, saturating PEA agonist 100%. activation, % at 3 µM. 360,000 compounds, 0.99% hits. AID 624467;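 active means activation above the mean activation of all test compounds in the run plus 3 SD, cut at about 38% in these data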
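Assay system: CHO-derived RD-HGA16 cells with stable Gα16 and human TAAR1; timing: 17-24 h seeding, 75 min 37 °C dye, 30 min RT; read-out: % activation from peak over basal fluorescence ratio, DMSO-to-PEA scaled; measured by: kinetic Fluo-8 calcium fluorescence; benchmarks: low control DMSO, high control PEA (EC100); doses: 3 µM single concentration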
M1 antag = human CHRM1 antagonism. P11229. CHO-K1 hM1, Fluo-8 calcium fluorescence, ACh EC80 antagonist. inhibition, % at 3 µM. 360,000 compounds, 1.3% hits;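 active means percent inhibition above its own plate's cutoff, namely the mean of that plate's compound wells plus 3 SD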;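 further: peak over basal fluorescence ratio during 140 s after agonist addition; 0% = ACh EC80 plus DMSO and 100% = DMSO alone without agonist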
CHO-K1 Ca ag = M1 agonist counterscreen hit in parental CHO-K1 cells; Fluo-8 calcium fluorescence; scaled to maximal ATP response, vehicle zero; activation, % at 3 µM; 360,000 compounds, 0.48% hits; in the data active means activation above about 15%;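 further: untransfected CHO-K1 host cells lacking M1 receptor as counterscreen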
Active calls of the source: *; · = no result given.

SMILES | CHRM1 agonist | M1 antag | CHO parental Ca | M1 PAM parental | CHO-K1 Ca antag | CHO-K1 Ca ag | CHRM1 PAM | TAAR1 antagonist | TAAR1 ag
COCCn1c(SCC(=O)NCCCN2CCCC2=O)nc2ccccc2c1=O | -1 | -15 | -3 | 15 | -21 | 0.3 | 4 | -3 | 1
CCCCN(CCO)CCCC | -3 | -13 | -2 | 17 | -25 | 1.8 | 10 | 6 | 1
Cc1ccc(NCC(=O)Nc2cccc(S(=O)(=O)N(C)C)c2)c(Cl)c1 | -4 | 4 | -1 | 5 | 10 | 2.0 | -2 | 10 | 6
C=CCn1c(C)cc(C(=O)COc2nncc3ccccc23)c1C | -5 | -22 | -33 | 18 | -11 | 0.7 | 4 | -9 | 2
CC(=O)Nc1ccc(CN2CCN(C3CCCCC3)C(CCO)C2)cc1 (stereo not given) | -6 | 24* | -6 | -1 | -4 | -0.1 | -12 | -17 | 1
CCOC(=O)C1C(=O)Nc2nc3ccccc3n2C1C(C)C (stereo not given) | -6 | 1 | -1 | 14 | -11 | 0.5 | 7 | -7 | 7
Cc1ccc(/C=N/NC(=O)c2cccc3ccccc23)o1 | -2 | -7 | 3 | -10 | -2 | 2.9 | 1 | 7 | -1
Cc1ccc(S(=O)(=O)Nc2cccc(NC(=O)CN3CCCCC3)c2)cc1 | -4 | -5 | -13 | 10 | -11 | 0.5 | 6 | -7 | 1
CCC(C)C(CO)NCCCn1cnc2c(SC)ncnc21 (stereo not given) | -10 | -4 | · | 22 | -13 | 1.2 | 2 | -6 | 0
Cn1cc(S(=O)(=O)NC[C@H]2O[C@@H](n3cnc4c(N)ncnc43)[C@H](O)[C@@H]2O)cn1 | 1 | -8 | -8 | 18 | -14 | 0.7 | 4 | -7 | 1
CC1SCC(=NOCc2ccccc2)CS1 (stereo not given) | -4 | -6 | -11 | 23 | -12 | 0.7 | 9 | -11 | 4
O=S(=O)(NCC1CCCO1)c1ccc2c(c1)OCCO2 (stereo not given) | -1 | -2 | 2 | 3 | 12 | -0.2 | -1 | 14 | 10
O=C(Cc1cccs1)NCCn1ccc2ccccc21 | -2 | -9 | -10 | 7 | 7 | 1.1 | 1 | 1 | 2
O=C(NC1CCCC1)C1CC(=O)N(CCc2ccccc2)C1 (stereo not given) | 1 | 7 | 5 | -3 | 12 | 0.0 | 5 | -17 | 3
O=C(CN(CC1CCCO1)C(=O)CNS(=O)(=O)c1ccc(F)cc1)NCc1ccc(F)cc1 (stereo not given) | -3 | 2 | -5 | -9 | -9 | 0.7 | -2 | -6 | 3

In the list so far, these have an aryl thioether with sulfur outside any ring:
SMILES | CHRM1 agonist | M1 antag | CHO parental Ca | M1 PAM parental | CHO-K1 Ca antag | CHO-K1 Ca ag | CHRM1 PAM | TAAR1 antagonist | TAAR1 ag
COCCn1c(SCC(=O)NCCCN2CCCC2=O)nc2ccccc2c1=O | -1 | -15 | -3 | 15 | -21 | 0.3 | 4 | -3 | 1
CCC(C)C(CO)NCCCn1cnc2c(SC)ncnc21 (stereo not given) | -10 | -4 | · | 22 | -13 | 1.2 | 2 | -6 | 0

Additional entries follow:
SMILES | CHRM1 agonist | M1 antag | CHO parental Ca | M1 PAM parental | CHO-K1 Ca antag | CHO-K1 Ca ag | CHRM1 PAM | TAAR1 antagonist | TAAR1 ag
Cc1[nH]c(=O)[nH]c(=O)c1/C=N/NC(=O)CCCCCNC(=O)OC(C)(C)C | -4 | -5 | -3 | 12 | -5 | 1.4 | 6 | -20 | 3
CN(C)S(=O)(=O)c1cccc(C(=O)NC(=S)N(CCC#N)Cc2cccnc2)c1 | 2 | -12 | 2 | -8 | -21 | 0.3 | 10 | -7 | 3
COCCC(=O)N1CCC(Oc2ccc(C(=O)NCCSC)cc2)CC1 | -2 | 1 | -23 | 0 | -3 | 0.0 | 1 | -10 | 3
Cc1c(NC(=O)Nc2ccc3c(c2)OCO3)c(=O)n(-c2ccccc2)n1C | -2 | -6 | -8 | -14 | -28 | 0.7 | 6 | 10 | 1
CCOC(=O)c1ccc(NC(=O)C(=O)NCCc2ccc(OC)cc2)cc1 | -5 | 0 | -10 | 27 | 0 | 0.5 | 13 | 6 | 2
O=C(NCCc1ccc(F)cc1)C1CCCO1 (stereo not given) | -2 | -9 | 2 | -16 | 5 | 0.4 | 3 | 5 | 0
CCCNc1ncnc2[nH]ncc12 | 0 | -2 | · | -3 | 12 | -0.1 | -3 | -8 | 0
C=CCNC(=S)NNC(=O)c1ccccc1 | -2 | -3 | 1 | 0 | -4 | 0.1 | 6 | 9 | 10
O=C1CC(SCc2nc3ccccc3[nH]2)C(=O)N1c1ccc(F)c(Cl)c1 (stereo not given) | -4 | 11 | -16 | 3 | 7 | 0.1 | 0 | 7 | 6
CCN1CCN(S(=O)(=O)c2ccc(Cl)c(C(=O)Nc3ccccc3N3CCOCC3)c2)CC1 | -5 | 0 | -10 | -9 | 5 | 0.0 | 2 | -6 | 2
CC1COC(C)(CC(=O)NN2C(=O)c3ccccc3C2=O)O1 (stereo not given) | -4 | -4 | -10 | 7 | -7 | 0.5 | 8 | -7 | 3
CN(C)Cc1c(-c2ccc(Cl)cc2)nc2ccc(Cl)cn12 | -12 | -2 | -19 | 0 | 3 | 0.9 | -6 | -11 | 4
O=C(N/N=C/C(Cl)=C/c1ccccc1)c1ccc2c(c1)OCO2 | 0 | -10 | -2 | 1 | -7 | 1.2 | 6 | 1 | 8
CC(=O)N1CCN(c2ccc(NCc3ccc(C)s3)cc2)CC1 | -5 | 2 | -5 | -4 | 4 | -0.2 | -4 | -14 | 5
CC1CCCC(NC(=O)CCC(=O)N2CCOc3ccccc32)C1C (stereo not given) | -4 | -5 | -19 | 21 | -15 | 1.5 | 8 | -7 | 3

Next section, overlapping the part above by two compounds.
SMILES | CHRM1 agonist | M1 antag | CHO parental Ca | M1 PAM parental | CHO-K1 Ca antag | CHO-K1 Ca ag | CHRM1 PAM | TAAR1 antagonist | TAAR1 ag
CC(=O)N1CCN(c2ccc(NCc3ccc(C)s3)cc2)CC1 | -5 | 2 | -5 | -4 | 4 | -0.2 | -4 | -14 | 5
CC1CCCC(NC(=O)CCC(=O)N2CCOc3ccccc32)C1C (stereo not given) | -4 | -5 | -19 | 21 | -15 | 1.5 | 8 | -7 | 3
CCc1cc(Cn2nc(-c3ccccc3)cc2C(=O)NCC2CC2)on1 | -6 | -4 | -10 | 13 | -16 | -0.5 | 4 | 16 | 9
Cc1ccc(-c2cc(N)n(-c3ccc(C)cc3)n2)cc1 | -4 | -10 | -2 | -4 | -1 | -0.9 | -1 | -9 | -1
CCCCC(C(=O)NC1CCCC1)N(Cc1ccccc1)C(=O)c1snc(C(N)=O)c1N (stereo not given) | -3 | 7 | -31 | 3 | -11 | 2.9 | -2 | 46 | 9
CCOC(=O)c1cccnc1SCC(=O)N(CC)c1cccc(C)c1 | -3 | 5 | -14 | 14 | -12 | 2.8 | 0 | 3 | 0
Oc1c(CN2CCc3ccccc3C2)cc(Cl)c2cccnc12 | -8 | -14 | 11 | 9 | -5 | 0.0 | -2 | · | ·
COc1ccc2c(C)cc(SCC(=O)NC3CCCCC3)nc2c1 | 4 | -18 | -24 | -15 | -4 | -0.2 | 16 | -14 | 12
OCCNc1ncnc2c1ncn2[C@H]1CN(Cc2ccc(Cl)cc2)C[C@@H](CO)O1 | -2 | -14 | · | 8 | -10 | 0.7 | 8 | -4 | 0
O=[N+]([O-])c1ccc(SCc2ccco2)cc1N1CCOCC1 | -3 | -8 | -21 | -8 | -13 | 1.3 | 7 | -11 | 7
CNC(=O)/C(C#N)=C/c1c(N2CCN(c3ccc(OC)cc3)CC2)nc2c(C)cccn2c1=O | -1 | -3 | -12 | -6 | 0 | 0.5 | 6 | 2 | 8
COCCNc1nc(N)c([N+](=O)[O-])c(N2CCCCCC2)n1 | -2 | -15 | · | -4 | -18 | 0.2 | 5 | 5 | 0
COc1ccc(OC)c(C(=O)NC(CC(N)=O)c2ccc(N3CCC(N4CCCCC4)CC3)c([N+](=O)[O-])c2)c1 (stereo not given) | -8 | -17 | -11 | 26 | -19 | 2.4 | 15 | 10 | 2
Cc1ccc(-n2ncc3c(=O)n(CC(=O)N4CCCCCC4)cnc32)cc1 | 0 | -8 | -5 | 18 | -10 | 0.0 | 5 | -23 | -2
Cc1ccc(S(=O)(=O)NN(Cc2ccccc2)Cc2ccccc2)cc1 | -4 | -14 | · | 23 | -3 | 0.5 | 2 | 9 | 9
Cc1ccc(S(=O)(=O)NCCc2nnc3ccc(N4CCOCC4)nn23)cc1 | -7 | -21 | · | -5 | -13 | 1.0 | 11 | -9 | 1
COCCn1nnnc1C(c1ccc(C)cc1)N1CCN(Cc2ccc3c(c2)OCO3)CC1 (stereo not given) | -4 | -29 | · | -2 | 9 | 0.1 | 11 | -2 | 0
CC1(C(=O)NCCN2CCOCC2)C=CC2(CCCCC2)N1C(=O)c1ccccc1 (stereo not given) | -6 | 10 | -14 | 14 | -11 | 0.0 | -3 | 5 | 10
COc1cc(CN(C(=S)NCC(=O)N2CCCC2)C2CCCC2)cc(OC)c1OC | -4 | -6 | -5 | -10 | -8 | 0.0 | 3 | -6 | 0
COc1ccc(C=CC(=O)c2ccc(OC)c(OC)c2)cc1O | -1 | -14 | · | 19 | -9 | 1.6 | 12 | 2 | 2

Three neighbouring compounds from above, quoted:
SMILES | CHRM1 agonist | M1 antag | CHO parental Ca | M1 PAM parental | CHO-K1 Ca antag | CHO-K1 Ca ag | CHRM1 PAM | TAAR1 antagonist | TAAR1 ag
CCc1cc(Cn2nc(-c3ccccc3)cc2C(=O)NCC2CC2)on1 | -6 | -4 | -10 | 13 | -16 | -0.5 | 4 | 16 | 9
Cc1ccc(-c2cc(N)n(-c3ccc(C)cc3)n2)cc1 | -4 | -10 | -2 | -4 | -1 | -0.9 | -1 | -9 | -1
CCCCC(C(=O)NC1CCCC1)N(Cc1ccccc1)C(=O)c1snc(C(N)=O)c1N (stereo not given) | -3 | 7 | -31 | 3 | -11 | 2.9 | -2 | 46 | 9

Source: PubChem
